Source: PubChem (National Center for Advancing Translational Sciences (NCATS))
Pol kappa inh – inhibitors of human DNA polymerase kappa | purified Pol kappa, fluorescent DNA synthesis assay, 10 min | Potency, µM (titrated, usually from 107 µM), without a hit: at the highest dose activity, negative = inhibition, most hits filed as inhibitors | 400,000 compounds, 0.53% hits | AID 588579; further: potency means the concentration at half of the fitted maximal effect; on the % scale 0 is the no-effect control and ±100 the full control effect
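First, compounds were pin-transferred onto 10 nM Pol kappa. After 15 min at room temperature, substrate was added to 50 nM final. Fluorescence was then measured kinetically at 0 and 10 min.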
POLB inh – inhibitors of human DNA polymerase beta; Potency, µM (highest dose often 114 µM), for inactives: at the highest dose activity change, negative = inhibition, hits mostly inhibitors; AID 485314; 340,000 compounds, 1.3% hits; P06746; Pol beta primer extension/strand displacement, fluorescence kinetic; further: potency means the concentration at half of the fitted maximal effect; on the % scale 0 is the no-effect control and ±100 the full control effect
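Reaction started by 50 nM substrate onto compound-treated Pol beta (10 nM, 15 min preincubation, room temperature); plates read at 0 min and 10 min. Normalized concentration-effect data fitted by four-parameter Hill equation.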
APEX1 inh – blocks human APE1 abasic DNA cleavage. 350,000 compounds, 0.35% hits. Potency, µM (titrated, usually from 65.8 µM), for inactives: at the highest dose activity change, negative = inhibition, most hits filed as inhibitors. P27695. recombinant APE1, TAMRA/BHQ-2 abasic DNA cleavage fluorescence;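 further: potency means the concentration at half of the fitted maximal effect; plate controls were vehicle for no effect and reference inhibitor for full effect; nearly all actives have a fitted effect of over 55% in size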
Target sequence (P27695 whole entry, looked up): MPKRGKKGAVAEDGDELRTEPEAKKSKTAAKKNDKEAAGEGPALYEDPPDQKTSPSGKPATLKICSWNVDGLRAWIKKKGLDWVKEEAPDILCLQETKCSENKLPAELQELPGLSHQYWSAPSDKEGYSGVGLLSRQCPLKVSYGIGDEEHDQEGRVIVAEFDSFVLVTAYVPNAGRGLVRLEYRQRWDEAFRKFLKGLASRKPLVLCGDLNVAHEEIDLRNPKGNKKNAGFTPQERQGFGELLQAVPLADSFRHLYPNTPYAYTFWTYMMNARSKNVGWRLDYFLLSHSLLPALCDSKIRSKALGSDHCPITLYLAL
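Readout is kinetic fluorescence (ex 525, em 598 nm) from cleavage of 50 nM TAMRA/BHQ-2 THF abasic duplex by 0.75 nM APE1, compound added 15 min beforehand at RT.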
ALOX12 inh – blocks human arachidonate 12S-lipoxygenase; Potency, µM (doses to about 108 µM), inactives show top-dose activity change, negative = inhibition, usual class: inhibitors; P18054; purified 12hLO, xylenol orange hydroperoxide absorbance; 580,000 compounds, 1.1% hits; AID 1671190; further: potency means the concentration at half of the fitted maximal effect; on the % scale 0 is the no-effect control and ±100 the full control effect
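Purified human 12hLO at 150 nM in 25 mM Hepes, 0.01% Triton X-100, pH 7.0, preincubated 15 min at room temperature with compound. Reaction started with 40 uM arachidonic acid, 30 min at room temperature. Hydroperoxide measured by Fe-xylenol orange, 573/405 nm absorbance ratio.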
ERG-DNA inh – blocks human ERG Ets domain binding to DNA; 370,000 compounds, 0.028% hits; AID 624246; fluorescence polarization, His-ERG Ets domain / labelled DNA; Potency, µM (highest dose often 76.9 µM), without a hit: top-dose FP activity, negative = inhibition, usual class: inhibitors; P11308; active means well fitted inhibition curve with a large enough effect in the polarisation, with a control signal flat; inconclusive means small, poorly fitted or top-dose-only effect, or effect the other way, or a change in a side signal; inactive means no such curve, though single readings can be large or run the other way; the % refers to the polarisation;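 further: polarization taken with two DNA probes labelled with fluorescein and Texas red; potency means the concentration at half of the fitted maximal effect; % of control where 0% means no effect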
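His-tagged ERG Ets domain (1 uM in the protein solution; 300mM KCl, 50mM Tris-HCl, 1mM EDTA, 1mM DTT, pH 7.5) received compound, then a probe mix of 5 nM fluorescein-DNA and 100nM Texas-615-DNA. Fluorescence polarization was read for both dyes.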
Pol iota inh – DNA polymerase iota (human) inhibition; 390,000 compounds, 1% hits; Pol iota fluorescent replication assay, 10 min; Q9UNA4; Potency, µM (highest dose often 115 µM), for inactives: top-dose activity, negative = inhibition, most hits filed as inhibitors; AID 588590; further: potency means the concentration at half of the fitted maximal effect
Target sequence (Q9UNA4 whole entry, looked up): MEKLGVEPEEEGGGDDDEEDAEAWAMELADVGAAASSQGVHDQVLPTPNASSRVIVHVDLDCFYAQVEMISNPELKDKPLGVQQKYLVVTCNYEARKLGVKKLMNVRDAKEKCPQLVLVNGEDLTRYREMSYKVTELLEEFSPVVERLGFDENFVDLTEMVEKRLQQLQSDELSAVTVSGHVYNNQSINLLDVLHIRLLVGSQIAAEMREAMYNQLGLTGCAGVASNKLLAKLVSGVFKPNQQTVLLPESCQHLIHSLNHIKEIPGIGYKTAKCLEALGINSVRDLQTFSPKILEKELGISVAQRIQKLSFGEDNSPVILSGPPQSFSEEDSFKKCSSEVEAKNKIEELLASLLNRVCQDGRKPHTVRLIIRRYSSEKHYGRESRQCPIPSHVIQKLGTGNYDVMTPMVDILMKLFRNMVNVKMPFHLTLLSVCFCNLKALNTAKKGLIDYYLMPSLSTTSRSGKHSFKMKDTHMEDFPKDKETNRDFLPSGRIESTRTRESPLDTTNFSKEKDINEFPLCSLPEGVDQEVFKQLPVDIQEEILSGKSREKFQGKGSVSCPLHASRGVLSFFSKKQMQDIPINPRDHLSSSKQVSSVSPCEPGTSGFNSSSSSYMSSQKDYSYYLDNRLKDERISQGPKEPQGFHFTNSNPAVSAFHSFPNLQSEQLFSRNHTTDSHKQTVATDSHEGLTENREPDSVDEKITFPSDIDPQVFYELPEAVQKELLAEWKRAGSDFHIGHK
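Fluorescent replication assay read twice, at 0 min and 10 min after adding 50 nM (final) substrate. Enzyme (10 nM) and compounds were first incubated 15 min at room temperature; enzyme-free buffer wells were negative controls.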
TRHR agonist – activates the human TRH receptor; TRHR cells, calcium flux fluo-8, FDSS agonist mode; activation, % at 2 µM; 360,000 compounds, 0.18% hits; AID 493084; in the data active means activation above about 30%; further: 0% is about no effect
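Agonist-mode FDSS calcium read (Ex 480/Em 530, 1 s cycles) in 1536-well TRHR cells with fluo-8 dye, after 10-cycle baseline and 23 nL compound addition; TRH at EC20 (10 nM final) added afterwards for the enhancer phase.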
Anesthetic bind – candidate novel general anesthetic via apoferritin binding. AID 485281. P02791. Potency, µM (top dose mostly 77.5 µM), inactives show at the highest dose activity change, negative = displacement, actives largely listed as inhibitors. apoferritin/1-aminoanthracene competitive binding, fluorescence. 350,000 compounds, 0.074% hits; further: potency means the concentration at half of the fitted maximal effect; on the % scale 0 is the no-effect control and ±100 the full control effect; nearly all actives have a fitted effect of over 20% in size
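Steps: apoferritin (10 uM) was premixed with half-saturated 1-AMA in PBS, compounds were pin-transferred, plates stood 10 min at room temperature, fluorescence was read at 380/535 nm, and curves were fitted with a Hill equation.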
BLM inh – Bloom syndrome helicase (human) inhibition | AID 2528 | Potency, µM (highest dose often 56.1 µM), for the others: top-dose activity change, negative = inhibition, usual class: inhibitors | recombinant BLM DNA unwinding, fluorescence dequenching | 350,000 compounds, 0.2% hits | P54132;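 further: potency means the concentration at half of the fitted maximal effect; plate controls were vehicle for no effect and no enzyme for full effect; nearly all actives have a fitted effect of over 35% in size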
* marks the source's active call; other numbers are inactive results; ? = inconclusive; . = not tested or not shown; & = joins results of further samples; [ ] = remark or other dose. Unless noted, the call rests on the fitted dose curve; in most records, active means well fitted curve in the direction sought with a large enough effect; inconclusive means small, poorly fitted or top-dose-only effect, or another doubt; inactive means no such curve, though single readings can be large; an effect the other way counts as inactive or inconclusive. A portion of the library, so the mix of outcomes need not match the whole.

| compound | Anesthetic bind | ALOX12 inh | Pol iota inh | APEX1 inh | TRHR agonist | BLM inh | Pol kappa inh | POLB inh | ERG-DNA inh |
| --- | --- | --- | --- | --- | --- | --- | --- | --- | --- |
| COC(=O)c1c(C)oc2ccc(N(C(=O)c3ccncc3)S(=O)(=O)c3ccc(C)cc3)cc12 | ? | . | ? | -12.0% | -0.5 | -10.4% | 0.5% | -1.8% | -0.4% |
| CCOC(=O)c1sc(NC(=O)c2cc(-c3ccccc3)nc3ccccc23)c(C#N)c1C | -7.3% | -14.9% | 33.1%[activator] | 10.6% | . | -5.5% | -2.2% | -2.7% | -5.4% |
| CCCC(O)c1nc2ccccc2n1CCCOc1ccc(Cl)cc1 (centres undefined) | -4.2% | -6.7% | 52.2%[activator] | . | 0.3 | -4.8% | 5.1% | 6.8% | 1.0% |
| Cc1ccc(N2CCN(C(=O)c3c(C)oc4nc(C)nc(N5CCCC5)c34)CC2)c(C)c1 | -18.4% | -15.3%&-22.2% | 18.6% | . | 1.1 | -0.5% | -6.3% | -13.6% | 0.1% |
| COc1cc(C=O)c([N+](=O)[O-])cc1OC | -8.1% | ? | . | ? | . | 0.1% | . | . | . |
| CCOc1ncccc1C(=O)OCC(=O)Nc1ccc(C)c(S(=O)(=O)N(C)C)c1 | -8.4% | -9.1% | 21.2% | 19.8% | -0.5 | -8.0% | -4.8% | -7.4% | 7.0% |
| Cn1c(=O)c2nc(SCC(=O)Nc3cc(Cl)ccc3Cl)n(C)c2n(C)c1=O | 4.9% | 0.9% | -3.4% | . | 0.1 | -2.1% | -10.6%[60.1 µM] | 23.3% | 3.0% |
| N#Cc1ccc(NC(=O)COCc2cc(-c3ccc4c(c3)OCO4)on2)cc1 | -9.9% | -12.2% | 5.8% | . | 0.5 | -3.5% | -16.0% | ? | -0.9% |
| CCOc1ccc(OCC)c(NC(=O)Cn2ncc3c4ccccc4n(Cc4ccccc4)c3c2=O)c1 | 1.0% | -13.9% | 2.0% | . | -0.9 | -0.9% | 0.4% | 16.3% | 1.3% |
| CCN(C(=O)COC(=O)c1cccnc1Nc1cccc(C(F)(F)F)c1)C1CCS(=O)(=O)C1 (centres undefined) | -5.9% | 0.5% | 17.4% | -7.3% | -0.4 | -16.1% | -6.5% | 9.8% | 5.7% |
| O=C(NC(=S)N1CCCCC1)C12CC3CC(CC(C3)C1)C2 | -18.5% | 0.0% | ? | 0.4% | 1.1 | -2.5% | -6.6% | 1.5% | -2.4% |
| Fc1cccc(Nc2c3c(nc4ccccc24)CCC3)c1 | -1.9% | ? | 20.9% | 31.1% | -0.3 | 0.6% | -10.4% | 22.1% | 4.5% |
| O=C(CN1CCCC1)Nc1ccc([N+](=O)[O-])cc1 | -6.0% | -8.4% | 30.9%[activator] | 0.7% | 0.9 | -1.8% | 0.3% | 4.6% | 6.5% |
| CC(C)Oc1ccc(C(=O)NCc2cccnc2)cc1 | -9.1% | 0.0% | -4.3% | 1.0% | -1.0 | -4.2% | -5.8% | ? | -6.3% |
| CCn1c(C)nc2cc(C(=O)N3N=C(CCOC)CC3(O)C(F)(F)F)ccc21 (centres undefined) | -6.1% | 26.9% | -15.8% | 8.8% | -1.8 | -0.2% | -14.5% | 16.4% | 6.9% |
| CCOC(=O)CC(=O)CSC1=C(C#N)C(c2ccccc2OC)CC(=O)N1 (centres undefined) | -16.6% | 0.0% | 7.3% | 2.2% | -1.0 | -1.1% | -3.1% | -24.6% | -0.7% |
| Cn1c(=O)c2c(nc(SCC(=O)Nc3ccc(F)cc3)n2Cc2ccccc2)n(C)c1=O | -4.1% | -9.0%&-2.6% | 23.2% | . | -1.3 | -1.3% | 4.1% | 16.9% | -0.5% |
| O=C(COc1ccc2ccccc2c1)N1CCN(c2ccccc2)CC1 | . | -15.2% | 77.6%[activator] | -6.1% | -0.2 | . | -14.9% | . | -9.7% |
| COc1cc(OC)cc(C(=O)Nc2nc(CC(=O)NC(C)c3ccccc3)cs2)c1 (centres undefined) | . | ? | 13.6% | 5.0% | -1.3 | . | 0.8% | . | 2.8% |
| COc1ccc(OCCSc2n[nH]c(N)n2)cc1 | -19.7% | 105.0%[activator] | 3.9% | 1.7% | -0.2 | -5.5% | -20.1% | -20.8% | -0.7% |
| NS(=O)(=O)c1cccnc1Nc1cccc(C(F)(F)F)c1 | ? | 0.0% | -3.6% | -0.1% | 0.1 | -1.0% | -14.4% | -2.9% | 3.8% |
| COC(=O)c1ccccc1NC(=O)CCc1c(C)nc2c(c(C)nn2-c2ccccc2)c1C | ? | -11.5% | 23.7% | . | -1.8 | -2.1% | 2.3% | 21.4% | 5.6% |
| Cc1ccc(NC(=O)CN2CCN(Cc3ccccc3)CC2)cc1 | -10.2% | 0.0% | -16.7% | 28.0% | 0.0 | -0.1% | -3.4% | -0.4% | 1.9% |
| Cc1nc(N2CCOCC2)c2c(C(=O)N(C)Cc3ccccc3)c(C)oc2n1 | -7.4% | -12.7% | 23.0% | . | -0.5 | -0.5% | 2.4% | 4.7% | 1.3% |
| NC(=O)[C@H]1CC2(CC(c3cccc(NC(=O)COc4ccc(Cl)cc4)c3)=NO2)CN1C(=O)c1ccc(Cl)cc1 (some centres undefined) | 0.3% | ? | ? | 6.4% | 1.3 | -15.6% | -18.4% | 3.0% | 4.9% |
| CC1CC(NC(=O)c2cnc3n(c2=O)CCS3)CC(C)(C)C1 (centres undefined) | -2.7% | 29.1% | 20.2% | 1.0% | 0.0 | 0.9% | 4.2% | 1.7% | -9.3% |
| CC(NC(=O)Cc1ccc(F)cc1)c1ccc(F)cc1 (centres undefined) | -14.0% | -8.2% | 1.5% | -0.6% | 0.9 | -4.1% | -15.2% | 4.0% | -1.4% |
| Cc1cccc(N2CCN(S(=O)(=O)c3ccc4c(c3)CCCN4C(=O)C3CCC3)CC2C)c1 (centres undefined) | 4.4%&45.5% | 9.7%&-19.3% | 37.7%&6.7%[activator] | -15.5% | -0.5&-0.3 | -5.8%&-6.8% | -17.6% | ? | 10.6%&1.8% |
| COc1ccccc1N1C(=NC(=O)COc2ccccc2)SC2CS(=O)(=O)CC21 (centres undefined) | -8.6% | -0.5% | 62.4%[activator] | 11.2% | 0.1 | -0.5% | 3.3% | 49.2% | 0.3% |
| CCCS(=O)(=O)N1CCCC(C(=O)NCCN2CCCCC2C)C1 (centres undefined) | -5.1% | 9.2% | -0.8% | -4.3% | -0.1 | 0.6% | 1.3% | 12.1% | 1.5% |
| CCOc1ccc(CCNC(=O)COC(=O)c2cccc(S(=O)(=O)N3CCCC3)c2)cc1OCC | . | 7.5% | 27.7% | 26.4% | -0.4 | . | 3.1% | . | 1.5% |
| Cc1ccccc1CN1CCN(C(=O)c2cccc3ccccc23)CC1 | -12.2% | 2.82µM* | 4.3% | 9.2% | -0.5 | -2.1% | 1.2% | -10.4% | -7.0% |
| CCOC(=O)N1CCN(C(=O)c2nn(-c3ccc(C)cc3)c(=O)c3c2c2ccccc2n3C)CC1 | -11.6% | 0.0% | 9.5% | -0.6% | 0.6 | -0.9% | -10.6% | 3.9% | 8.3% |
| CCOC(=O)Cn1c(C2CC(=O)N(c3ccc(C)cc3)C2)nc2ccccc21 (centres undefined) | 1.9% | -20.9% | 29.4% | . | -0.2 | -11.7% | 5.4% | -0.2% | -0.6% |
| Cc1noc(C)c1C(=O)N1CCC2(CCN(Cc3nccs3)CC2)CC1 | . | -8.7%[57.4 µM] | . | 4.3% | . | -2.5% | 6.9%[60.1 µM] | . | . |
| CN(c1ncnc2onc(-c3cccc(Cl)c3)c12)C1CCCCC1 | -7.3% | 0.0% | 25.2% | . | -1.4 | -4.0% | -2.2% | 4.5% | -5.1% |
| O=C(Cn1cnc2cc([N+](=O)[O-])ccc2c1=O)NC1CCS(=O)(=O)C1 (centres undefined) | -1.2% | -13.0% | 11.9% | ? | 0.6 | -12.7% | -23.3% | 3.3% | -0.6% |
| CC(=O)NC(CCS(C)(=O)=O)C(=O)Nc1cccc(C)c1C (centres undefined) | -4.1% | 19.0% | 15.4% | 0.6% | -0.4 | 0.0% | 5.7% | -19.0% | -15.0% |
| Cn1ccc(C(=O)OCC(=O)Nc2cccc(Cl)c2)n1 | -6.4% | -12.2% | 47.2%[activator] | 6.9% | 1.0 | -1.5% | 5.5% | 33.8% | 8.6% |
| Cc1c(CN2CCCCC2)c(O)n(CCO)c(=O)c1C#N | -5.5% | -10.6% | 66.4%[activator] | 1.4% | -0.4 | -4.3% | -15.0% | 16.9% | -11.4% |
| CCC(=O)NN1CCN(c2ccncc2S(=O)(=O)N2CCCCC2)CC1 | -2.3% | -0.3% | 33.4%[activator] | 2.5% | -1.0 | -0.2% | 10.3% | 16.2% | -1.9% |
| CN1C2=NCCN2C(=O)c2cc(Cl)ccc21 | 1.6% | 376.6%[activator] | -9.2% | 14.9% | 0.2 | -4.7% | 0.7% | 2.9% | 11.8% |
| CCC(=O)Nc1nc2cc(OC)ccc2s1 | -9.4% | -24.8% | 1.6% | -5.5% | -0.5 | 0.3% | 1.9% | 39.9% | 0.3% |
| O=[N+]([O-])c1ccc(COc2ccc(Br)cc2CN2CCOCC2)cc1 | -9.8% | ? | 21.5% | -3.2% | 0.0 | -6.1% | -5.6% | -12.1% | 8.8% |
